# Screens as filed in PubChem BioAssay.
# LYPLA2 inh: counter-screen for PME1 inhibitors: inhibitors of human LYPLA2. O95372. actives 0.38% (n = 320,000). recombinant LYPLA2, FP-Rh probe fluorescence polarization. inhibition, % at 5.9 µM;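 active = inhibition above the screen-wide mean plus 3 SD, limit set per campaign, cut at about 26% in these data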;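 note: 0% = LYPLA2 with DMSO and 100% = wells lacking LYPLA2 enzyme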
# Target sequence (O95372 whole entry, looked up): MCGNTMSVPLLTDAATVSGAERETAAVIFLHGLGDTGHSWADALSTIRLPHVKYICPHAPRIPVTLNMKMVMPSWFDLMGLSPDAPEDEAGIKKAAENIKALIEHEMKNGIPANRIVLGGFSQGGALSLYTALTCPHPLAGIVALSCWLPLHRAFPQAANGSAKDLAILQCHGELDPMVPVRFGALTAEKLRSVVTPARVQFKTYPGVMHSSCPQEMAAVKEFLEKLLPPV
# PREPL inh: inhibits the human prolyl oligopeptidase-like enzyme. Q4J6C6. recombinant PREPL, fluorescence polarization activity-based probe. inhibition, % at 5.96 µM. actives 0.68% (n = 320,000); in the data active = inhibition above about 43%;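 note: 0% = enzyme with DMSO and 100% = wells lacking enzyme; many of its hits are not listed in these tables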
# LYPLA1 inh: blocks human lysophospholipase 1, a PME1 counter-screen | O75608 | recombinant LYPLA1, FP-Rh probe fluorescence polarization | inhibition, % at 5.9 µM | actives 0.16% (n = 320,000) | AID 2174;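 active = inhibition above the mean of all tested compounds plus 3 SD, set per campaign, cut at about 14% in these data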;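 note: inhibitors block serine hydrolase probe labeling of LYPLA1 so polarization falls; 0% = enzyme with DMSO and 100% = wells lacking LYPLA1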
# Target sequence (O75608 whole entry, looked up): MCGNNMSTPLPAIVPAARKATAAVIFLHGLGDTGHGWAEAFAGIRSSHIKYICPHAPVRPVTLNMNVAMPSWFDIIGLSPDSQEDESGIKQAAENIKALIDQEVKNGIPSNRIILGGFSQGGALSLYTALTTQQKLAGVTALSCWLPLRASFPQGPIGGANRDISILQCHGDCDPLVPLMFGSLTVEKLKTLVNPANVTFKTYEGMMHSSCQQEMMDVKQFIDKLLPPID
# PAD4 inh: PAD4 (human) enzyme inhibition. recombinant PAD4, RCA probe fluorescence polarization. inhibition, % at 6.36 µM. actives 0.41% (n = 330,000);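 active = percent inhibition above a cutoff equal to the mean of all tested compounds plus 3 SD, cut at about 15% in these data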;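 note: 0% = PAD4 with RCA probe and DMSO and 100% = probe without PAD4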
# PAFAH1B2 inh: inhibitors of human PAFAH1B2 | P68402 | recombinant PAFAH1B2, FP-rhodamine activity probe, fluorescence polarization | inhibition, % at 3.39 µM | actives 1.2% (n = 340,000);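 active = inhibition above the mean of all tested compounds plus 3 SD, cut at about 24% in these data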;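 note: 0% = enzyme with DMSO and 100% = wells lacking PAFAH1B2; many of its hits are not listed in these tables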
# PAFAH1B3 inh: PAFAH1B3 (human) inhibition; inhibition, % at 3.39 µM; recombinant PAFAH1B3, FP-rhodamine probe, fluorescence polarization; Q15102; actives 0.28% (n = 340,000);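 active = inhibition above the screen-wide average of all tested compounds plus 3 SD, cut at about 25% in these data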;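 note: 0% = enzyme with DMSO only and 100% = wells lacking PAFAH1B3 protein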
# Target sequence (Q15102 whole entry, looked up): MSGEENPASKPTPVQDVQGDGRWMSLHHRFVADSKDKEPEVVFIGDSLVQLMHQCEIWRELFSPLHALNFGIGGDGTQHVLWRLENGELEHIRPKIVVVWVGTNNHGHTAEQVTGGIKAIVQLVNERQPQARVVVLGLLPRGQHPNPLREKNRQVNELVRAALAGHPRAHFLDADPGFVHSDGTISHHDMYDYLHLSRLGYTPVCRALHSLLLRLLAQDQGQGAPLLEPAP
# pPAFAH FP inh: pPAFAH (human) enzyme inhibition; actives 1.5% (n = 330,000); Q13093; inhibition, % at 3.39 µM; recombinant pPAFAH, FP-rhodamine probe fluorescence polarization;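 active = inhibition above the mean inhibition across the screen plus 3 SD, cut at about 25% in these data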;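 note: inhibitors block binding of the rhodamine activity-based probe so polarization drops; 0% = enzyme with DMSO and 100% = wells lacking pPAFAH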
# GSTO1 inh: counter-screen for RBBP9 inhibitors: inhibitors of human GSTO1; inhibition, % at 5.96 µM; recombinant GSTO1, activity-based probe fluorescence polarization; AID 1974; actives 1.1% (n = 300,000); P78417;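 active = inhibition above the campaign mean inhibition plus 3 SD, cut at about 35% in these data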;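 note: 0% = GSTO1-1 with DMSO and 100% = wells lacking GSTO1-1 enzyme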
# Target sequence (P78417 whole entry, looked up): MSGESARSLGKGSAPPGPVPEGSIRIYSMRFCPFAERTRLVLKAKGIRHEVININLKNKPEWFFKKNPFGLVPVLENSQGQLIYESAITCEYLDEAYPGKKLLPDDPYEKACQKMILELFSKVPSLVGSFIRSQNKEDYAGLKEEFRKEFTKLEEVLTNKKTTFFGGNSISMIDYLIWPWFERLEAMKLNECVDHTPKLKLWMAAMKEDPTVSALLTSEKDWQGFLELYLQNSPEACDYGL
# PAFAH2 FP inh: PAFAH2 (human) inhibition. recombinant PAFAH2, FP-rhodamine activity probe, fluorescence polarization. inhibition, % at 3.39 µM. Q99487. actives 0.99% (n = 340,000);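 active = inhibition above the mean over all tested compounds plus 3 SD, cut at about 30% in these data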;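 note: inhibitors block probe labeling of enzyme so polarization drops; 0% = enzyme with DMSO and 100% = wells lacking PAFAH2 protein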
# Starred values were filed as active, the others as inactive; . = not tested or not shown. This is a subset; rates above refer to the full screens.
entry | smiles | LYPLA2 inh | PREPL inh | LYPLA1 inh | PAD4 inh | PAFAH1B2 inh | PAFAH1B3 inh | pPAFAH FP inh | GSTO1 inh | PAFAH2 FP inh
1 | COc1ccc(OC)c(CN2CCN(C(=O)c3ccc(S(=O)(=O)Nc4ccccc4F)cc3)CC2)c1 | 3 | 2 | 0 | -2 | 4 | 4 | 8 | . | -1
2 | CCOc1ccc(OCC)c2sc(C)nc12 | 2 | 18 | -2 | 7 | 4 | 3 | 7 | 6 | 8
3 | Cc1ccc(S(=O)(=O)N/N=C2/CC(c3ccccc3)Oc3ccccc32)cc1[N+](=O)[O-] (centres undefined) | 10 | -13 | 0 | 2 | 8 | 7 | 19 | 0 | 6
4 | O=C(CCn1nc(-c2ccc(Cl)cc2)c2ccccc2c1=O)NCC1CCCO1 (centres undefined) | 4 | 4 | 3 | -2 | 3 | 4 | -4 | 5 | 3
5 | COc1ccc2c(c1OC)C(=O)N1C2SC[C@H]1C(=O)NC1CCCCC1 (some centres undefined) | -1 | -5 | 1 | 0 | 1 | 9 | 4 | 10 | -1
6 | C/C(=N/NC(=O)c1cc(C)[nH]n1)c1ccco1 | 2 | -12 | 0 | 0 | 9 | 10 | -1 | 0 | 1
7 | COc1ccc(C)cc1NC(=O)CCCN1C(=O)NC(C)(C)C1=O | -5 | 0 | -3 | -1 | 5 | -2 | 3 | . | -2
8 | O=c1cc(CNc2ccc(Br)cc2)nc2sccn12 | -6 | -1 | -1 | -5 | 9 | 1 | 6 | 4 | 4
9 | COC(=O)Nc1cc(C)nc2ccccc12 | -8 | -1 | -5 | -2 | 6 | 3 | 1 | 5 | 6
10 | CNc1snc(C)c1C(=O)OC(C)C(=O)Nc1cccc(C)c1 (centres undefined) | . | -3 | . | -14 | 3 | 6 | -5 | . | 0
11 | Cc1cc(C)nc(SCC(=O)Nc2ccc(N3CCOCC3)cc2)n1 | 4 | 17 | 0 | -2 | 3 | 7 | 2 | 3 | -9
12 | COc1ccc(-c2cn[nH]c2-c2ccc(OCC(=O)NN)cc2O)cc1OC | 1 | 26 | -4 | -1 | 3 | 5 | 15 | -6 | -4
13 | O=C(NC(=S)Nc1nc(-c2cccc3ccccc23)cs1)c1cc2ccccc2o1 | -10 | 6 | -1 | 5 | 2 | -2 | 1 | 1 | 4
14 | COc1ccccc1OCCn1nnc2ccccc21 | -8 | -2 | -2 | 4 | -2 | 6 | 1 | 4 | 2
15 | CN(C)CCCNC(=O)N1c2ccccc2Sc2ccccc21 | -2 | -9 | 2 | 2 | 9 | 9 | 2 | 1 | -5
16 | CCNS(=O)(=O)c1ccc(NC(=O)Nc2ccc3c(c2)OCO3)cc1 | -3 | 11 | -1 | -3 | 4 | -7 | -2 | -4 | 4
17 | Cc1cccnc1NC(=O)C1CCCN1S(=O)(=O)c1ccc(Cl)cc1 (centres undefined) | -1 | 4 | 2 | -1 | -1 | 2 | 4 | 7 | 4
18 | CCOC(=O)Cn1nc(C)c(NC(=O)c2ccc(Br)o2)c1C | 8 | 14 | -1 | 0 | 2 | 4 | -3 | 0 | 1
19 | CCO[C@H]1OC(C(=O)NC2CC2)=C[C@@H](c2ccc(Br)cc2)[C@@H]1CCCO | -1 | 18 | 2 | -1 | 6 | -7 | 5 | 8 | -5
20 | COC(=O)c1cc2occc2n1CC(=O)N(C)C1CCCCC1 | 8 | 20 | 0 | 0 | -8 | 9 | 1 | 5 | 0

# Individual results from the results shown:
# PAFAH1B3 inh with CCNS(=O)(=O)c1ccc(NC(=O)Nc2ccc3c(c2)OCO3)cc1 stands at -7
# LYPLA1 inh with Cc1cc(C)nc(SCC(=O)Nc2ccc(N3CCOCC3)cc2)n1 stands at 0
# PAFAH1B2 inh with CCOc1ccc(OCC)c2sc(C)nc12 stands at 4
# PAFAH1B2 inh with Cc1cccnc1NC(=O)C1CCCN1S(=O)(=O)c1ccc(Cl)cc1 (centres undefined) stands at -1
# pPAFAH FP inh with CNc1snc(C)c1C(=O)OC(C)C(=O)Nc1cccc(C)c1 (centres undefined) stands at -5
# GSTO1 inh with CCOC(=O)Cn1nc(C)c(NC(=O)c2ccc(Br)o2)c1C stands at 0
# LYPLA2 inh with COC(=O)c1cc2occc2n1CC(=O)N(C)C1CCCCC1 stands at 8

# The listing picks up with the 4 entries that preceded the break.
entry | smiles | LYPLA2 inh | PREPL inh | LYPLA1 inh | PAD4 inh | PAFAH1B2 inh | PAFAH1B3 inh | pPAFAH FP inh | GSTO1 inh | PAFAH2 FP inh
17 | Cc1cccnc1NC(=O)C1CCCN1S(=O)(=O)c1ccc(Cl)cc1 (centres undefined) | -1 | 4 | 2 | -1 | -1 | 2 | 4 | 7 | 4
18 | CCOC(=O)Cn1nc(C)c(NC(=O)c2ccc(Br)o2)c1C | 8 | 14 | -1 | 0 | 2 | 4 | -3 | 0 | 1
19 | CCO[C@H]1OC(C(=O)NC2CC2)=C[C@@H](c2ccc(Br)cc2)[C@@H]1CCCO | -1 | 18 | 2 | -1 | 6 | -7 | 5 | 8 | -5
20 | COC(=O)c1cc2occc2n1CC(=O)N(C)C1CCCCC1 | 8 | 20 | 0 | 0 | -8 | 9 | 1 | 5 | 0
21 | CCN(CC)S(=O)(=O)c1ccc(OC(C)C)nc1 | 2 | -4 | 0 | -6 | 6 | 4 | -2 | -3 | -8
22 | Cc1cccc(NC(=O)CSc2nc3ccccc3c(=O)n2CC2CCCO2)c1 (centres undefined) | . | 9 | . | 2 | 5 | 16 | -1 | . | 9
23 | CC1(CCBr)C(=O)N(c2ccccc2)c2ccccc21 (centres undefined) | 2 | -4 | 0 | 0 | 9 | 10 | -8 | 27 | 7
24 | CC(=O)N(C)c1ccc(NC(=O)/C=C/c2ccccc2Cl)cc1 | 5 | 12 | 1 | -2 | 1 | 10 | 8 | -8 | -4
25 | COc1cc(C(=O)OCC(=O)N2c3ccccc3NC(=O)C2(C)C)ccc1OCC(C)C | -3 | 7 | -1 | 3 | 3 | -7 | 4 | -5 | 3
26 | CC(C)(C)N1C(=O)c2ccc(C(=O)Nc3ccc(-c4nc5ccccc5[nH]4)cc3)cc2C1=O | -16 | 0 | -3 | -5 | 0 | 3 | -1 | -4 | -6
27 | Cc1ccc(C(=O)OCC(=O)Nc2ccccc2)cc1NC(=O)c1ccco1 | -1 | -14 | 0 | -5 | -7 | 1 | 8 | -8 | 82*
28 | O=C1/C(=C/N(C(=O)c2ccco2)c2ccc(Cl)cc2)Sc2ccccc21 | -2 | 2 | -4 | 1 | 0 | -2 | 0 | 2 | 2
29 | CC(C)CN(C(=O)COC(=O)COc1ccc2c(c1)CCC2)c1c(N)n(Cc2ccccc2)c(=O)[nH]c1=O | -1 | 2 | 1 | 0 | -3 | 3 | 2 | 0 | 3
30 | CC(C)(O)C#Cc1ccc(CN2CCC(CO)(CCc3ccccc3)CC2)cc1 | 9 | -3 | 2 | 0 | -4 | 0 | 4 | -2 | -1
31 | CNCCC=C1c2ccccc2C=Cc2ccccc21 | 0 | -36 | 1 | 2 | -4 | 1 | 2 | -1 | 0
32 | Cc1[nH]c2ccccc2c1Cc1n[nH]c(=S)o1 | -10 | -4 | 0 | 2 | 2 | -2 | -1 | -5 | 4
33 | COc1ccc(CCNC(=O)COC(=O)c2ccccn2)cc1 | . | 2 | . | 3 | 2 | 5 | 13 | . | 0
34 | COC(=O)COc1ccc(S(=O)(=O)Nc2ccc3c(c2)OCO3)cc1Cl | -2 | 14 | -5 | -6 | 1 | -2 | 4 | 4 | -5
35 | COc1ccc(-c2noc(CN(C(=O)c3ccoc3C)C(C)C)n2)cc1 | -5 | 5 | 1 | 5 | -4 | 0 | -4 | 3 | 9
36 | Cc1ncc([N+](=O)[O-])n1CC(=O)Nc1ccc(F)c(F)c1 | 67* | 7 | 1 | -6 | 4 | 8 | -4 | 0 | 7
37 | O=S(=O)(c1ccc(N2CCCC2c2nc3ccccc3s2)nc1)N1CCOCC1 (centres undefined) | -1 | -17 | 2 | -4 | 9 | 8 | -2 | -3 | 8
38 | COc1ccc(COCC(O)CN2CCC(C(N)=O)CC2)cc1 (centres undefined) | 3 | 7 | 2 | 2 | 1 | 0 | 4 | -1 | 0
39 | CCCCC(=O)NC(c1ccc(OC)c(OC)c1)c1c(O)ccc2ccccc12 (centres undefined) | -2 | 8 | -2 | 10 | 1 | -4 | -14 | 0 | -3
40 | CC(=O)Nc1ccc(S(=O)(=O)N2CCN(C(=O)c3ncoc3-c3cccc(C)c3)CC2)cc1 | -1 | -6 | 3 | 2 | 0 | -1 | 3 | 10 | -8
41 | Cc1cc(/C=N/NC(N)=O)c(C)n1-c1ccc(F)cc1 | 2 | -2 | -1 | -1 | 5 | 3 | 3 | 13 | -6
42 | CCOC(=O)c1c(C)cccc1OCC(N)=O | -3 | 13 | 0 | -6 | 5 | 8 | 1 | 0 | -2
43 | CC1(C)Cc2cccc(OCC(=O)N3CCN(S(=O)(=O)c4ccccc4F)CC3)c2O1 | -2 | 10 | 2 | 4 | 4 | -2 | -2 | -2 | -3
44 | CCOC(=O)c1sc(NC(=O)CSc2nc(-c3ccco3)cc(C(F)(F)F)n2)c(C(=O)OC)c1C | -1 | 5 | -2 | -1 | 8 | -10 | -3 | 0 | -5
45 | Cc1cccc(C)c1NC(=O)COC(=O)c1cc(=O)c2ccccc2o1 | 6 | -9 | -1 | 4 | 6 | 3 | 0 | 0 | 0
46 | Cn1c(=O)oc2cc(S(=O)(=O)Nc3cccc4c3CCCC4)ccc21 | -2 | -13 | -2 | 1 | 5 | 0 | 9 | 10 | -9
47 | Cc1ccc(C)c(N2CCN(CCCNC(=O)Cn3cc4c(n3)CCC(C)C4)CC2)c1 (centres undefined) | -2 | 0 | 2 | -5 | 0 | -3 | -1 | 1 | 1
48 | Cc1cc(OC(=O)c2ccco2)c2c(C)cc(=O)oc2c1 | 2 | 20 | -4 | -3 | 2 | -1 | 5 | 0 | 7
49 | CCN(CC)c1ccc(NC(=O)c2ccc(Br)o2)cc1 | 3 | -9 | -4 | 5 | 5 | 6 | 6 | 2 | -4
50 | COc1ccc(CCNCc2cc(C)n(-c3ccc(OC)cc3)c2C)cc1 | -2 | -1 | -2 | -9 | 6 | 11 | -2 | -3 | -6
51 | Cc1ccccc1CN1CCN(C(=O)c2cc(-c3ccncc3)nc3ccccc23)CC1 | 8 | 4 | 2 | -7 | 4 | 2 | 6 | -2 | 1
52 | CCOc1ccc(NS(=O)(=O)c2ccc3c(c2)n(C)c(=O)n3C)cc1 | -4 | 4 | -2 | -6 | 3 | 2 | 25 | 34 | 4
53 | O=C(Nc1ccc2[nH]c(=S)sc2c1)c1ccccc1 | 7 | 9 | -3 | 14 | 2 | 10 | 0 | 1 | 10
